From PubChem BioAssay
LYPLA2 counter = counter-screen for PME1 inhibitors: inhibitors of human LYPLA2; O95372; recombinant LYPLA2, FP-Rh probe fluorescence polarization; inhibition, % at 5.9 µM; 0.38% of 320,000 active;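 active = inhibition above the screen-wide mean plus 3 SD, limit set per campaign, cut at about 26% in these data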;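 also: 0% = LYPLA2 with DMSO and 100% = wells lacking LYPLA2 enzyme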
PAFAH1B2 inh = inhibitors of human PAFAH1B2. recombinant PAFAH1B2, FP-rhodamine activity probe, fluorescence polarization. 1.2% of 340,000 active. P68402. inhibition, % at 3.39 µM;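 active = inhibition above the mean of all tested compounds plus 3 SD, cut at about 24% in these data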;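 also: 0% = enzyme with DMSO and 100% = wells lacking PAFAH1B2; many of its hits are not listed in these tables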
Target sequence (P68402 whole entry, looked up): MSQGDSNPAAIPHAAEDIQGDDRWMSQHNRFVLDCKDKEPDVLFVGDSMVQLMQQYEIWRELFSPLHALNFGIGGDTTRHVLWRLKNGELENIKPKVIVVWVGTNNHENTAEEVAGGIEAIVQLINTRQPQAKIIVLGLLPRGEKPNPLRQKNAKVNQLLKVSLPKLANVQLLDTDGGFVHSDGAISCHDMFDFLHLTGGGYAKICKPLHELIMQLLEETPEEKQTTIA
GSTO1 counter = counter-screen for RBBP9 inhibitors: inhibitors of human GSTO1; 1.1% of 300,000 active; inhibition, % at 5.96 µM; recombinant GSTO1, activity-based probe fluorescence polarization; P78417;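 active = inhibition above the campaign mean inhibition plus 3 SD, cut at about 35% in these data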;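 also: 0% = GSTO1-1 with DMSO and 100% = wells lacking GSTO1-1 enzyme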
PREPL inhibitor = inhibitors of human prolyl oligopeptidase-like enzyme PREPL; Q4J6C6; recombinant PREPL, fluorescence polarization activity-based probe; inhibition, % at 5.96 µM; 0.68% of 320,000 active; AID 2751; in the data active = inhibition above about 43%;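 also: 0% = enzyme with DMSO and 100% = wells lacking enzyme; many of its hits are not listed in these tables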
pPAFAH inh = pPAFAH (human) enzyme inhibition; Q13093; recombinant pPAFAH, FP-rhodamine probe fluorescence polarization; inhibition, % at 3.39 µM; 1.5% of 330,000 active; AID 463082;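 active = inhibition above the mean inhibition across the screen plus 3 SD, cut at about 25% in these data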;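 also: inhibitors block binding of the rhodamine activity-based probe so polarization drops; 0% = enzyme with DMSO and 100% = wells lacking pPAFAH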
Target sequence (Q13093 whole entry, looked up): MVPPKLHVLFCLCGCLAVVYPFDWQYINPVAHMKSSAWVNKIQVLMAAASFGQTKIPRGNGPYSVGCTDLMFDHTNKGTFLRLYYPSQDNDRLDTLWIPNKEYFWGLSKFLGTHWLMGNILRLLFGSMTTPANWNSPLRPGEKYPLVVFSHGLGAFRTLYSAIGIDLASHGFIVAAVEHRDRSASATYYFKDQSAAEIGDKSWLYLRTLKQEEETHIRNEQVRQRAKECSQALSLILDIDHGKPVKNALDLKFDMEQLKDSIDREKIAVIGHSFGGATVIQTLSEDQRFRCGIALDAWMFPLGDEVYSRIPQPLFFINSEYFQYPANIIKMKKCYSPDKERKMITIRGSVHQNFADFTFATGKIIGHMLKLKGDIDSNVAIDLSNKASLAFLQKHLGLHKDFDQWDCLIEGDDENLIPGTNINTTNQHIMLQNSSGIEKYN
PME-1 primary = blocks human protein phosphatase methylesterase 1; Q9Y570; recombinant PME-1, FP-Rh probe fluorescence polarization; inhibition, % at 5.9 µM; 0.53% of 320,000 active; AID 2130;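 active = inhibition above the campaign mean of all compounds plus 3 SD, cut at about 26% in these data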;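 also: competitive labeling of PME-1 active site by serine hydrolase directed probe; 0% = PME-1 with DMSO and 100% = wells lacking PME-1 enzyme; inhibitors block probe labeling so polarization falls and inhibition rises; many of its hits are not listed in these tables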
Target sequence (Q9Y570 whole entry, looked up): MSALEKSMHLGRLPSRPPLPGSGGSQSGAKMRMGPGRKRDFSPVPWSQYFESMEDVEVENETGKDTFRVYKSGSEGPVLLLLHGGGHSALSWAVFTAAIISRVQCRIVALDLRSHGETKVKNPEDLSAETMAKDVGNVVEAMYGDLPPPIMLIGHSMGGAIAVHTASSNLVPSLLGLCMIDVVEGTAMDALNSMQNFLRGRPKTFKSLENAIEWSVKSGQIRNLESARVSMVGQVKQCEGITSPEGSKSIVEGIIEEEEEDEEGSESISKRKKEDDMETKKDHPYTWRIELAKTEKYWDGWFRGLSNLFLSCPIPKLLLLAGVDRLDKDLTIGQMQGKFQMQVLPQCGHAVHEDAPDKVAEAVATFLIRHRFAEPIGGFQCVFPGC
PAD4 inh = PAD4 (human) enzyme inhibition; 0.41% of 330,000 active; inhibition, % at 6.36 µM; Q9UM07; recombinant PAD4, RCA probe fluorescence polarization;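 active = percent inhibition above a cutoff equal to the mean of all tested compounds plus 3 SD, cut at about 15% in these data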;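 also: 0% = PAD4 with RCA probe and DMSO and 100% = probe without PAD4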
LYPLA1 counter = blocks human lysophospholipase 1, a PME1 counter-screen; recombinant LYPLA1, FP-Rh probe fluorescence polarization; inhibition, % at 5.9 µM; 0.16% of 320,000 active; AID 2174;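 active = inhibition above the mean of all tested compounds plus 3 SD, set per campaign, cut at about 14% in these data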;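 also: inhibitors block serine hydrolase probe labeling of LYPLA1 so polarization falls; 0% = enzyme with DMSO and 100% = wells lacking LYPLA1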
PAFAH1B3 FP inh = inhibitors of human PAFAH1B3; 0.28% of 340,000 active; AID 492972; inhibition, % at 3.39 µM; Q15102; recombinant PAFAH1B3, FP-rhodamine probe, fluorescence polarization;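 active = inhibition above the screen-wide average of all tested compounds plus 3 SD, cut at about 25% in these data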;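 also: 0% = enzyme with DMSO only and 100% = wells lacking PAFAH1B3 protein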
The depositor's hits bear a star; nt = not tested or not shown. These rows are one share of the data; rates above refer to the full screens.

Molecule	PREPL inhibitor	PAD4 inh	PME-1 primary	pPAFAH inh	GSTO1 counter	PAFAH1B3 FP inh	LYPLA2 counter	LYPLA1 counter	PAFAH1B2 inh
COc1ccc(NC(=O)c2nc(S(=O)(=O)Cc3cccc(C)c3)ncc2Cl)c(OC)c1	16	0	-6	2	6	1	6	-2	2
CC(C)Oc1ccc(S(=O)(=O)N2CCCCC2)cc1NC(=O)CN1C(=O)NC(C)(C2CC2)C1=O (configuration not stated)	2	-5	4	3	nt	-2	-1	-1	2
CS(=O)(=O)c1ccc2nc(NC(=O)c3cc(-c4ccccc4)nn3-c3ccccc3)sc2c1	-1	2	-12	-1	-19	-4	-5	-6	-9
CC(=O)Nc1c(Cl)cc([N+](=O)[O-])c2ccccc12	0	-4	8	0	4	3	2	7	2
Cc1noc(C)c1COc1cccc(C(=O)Nc2ccc3c(c2)OCO3)c1	7	-5	4	0	5	6	2	1	6
CCOc1ccc(NC(=O)Cc2ccccc2)cc1	10	-1	3	-1	1	4	2	0	9
CC(=O)Nc1nn(C)c2nc3cc(C)ccc3cc12	2	-2	0	4	-2	3	7	0	0
COc1ccccc1/C=C/CN1CCC(n2nccc2NC(=O)C2CC2)CC1	15	0	1	3	9	7	0	1	-1
Cc1ccc(NC(=O)C(=O)NCCCN2CCCC2=O)c(C)c1	-12	-2	-1	-1	0	10	1	1	1
N#C/C=C(/c1ccc(F)cc1)N1CCOCC1	-1	-7	1	3	2	13	4	1	7
COC(=O)c1sccc1NC(=O)Cn1nnc(-c2ccccc2C)n1	-18	-2	-9	-1	-1	-1	-4	-2	-2
O=C(CCCN1C(=O)c2ccccc2C1=O)Nc1ccccc1C(=O)N1CCOCC1	9	-5	-5	4	-7	0	-3	2	3
Cc1ccc(C(=O)N[C@@H](C)CN2C3=NC[C@H](C(C)C)N3C[C@H]2Cc2ccc(O)cc2)cc1Br	35	3	-2	5	4	19	10	3	8
O=C(CC1C(=O)NCCN1Cc1ccccc1C(F)(F)F)NCCN1CCCCC1=O (configuration not stated)	3	1	5	4	11	8	0	1	6
CCc1cccc(NC(=O)C2CCCN(S(=O)(=O)c3c(C)[nH]c(=O)[nH]c3=O)C2)c1 (configuration not stated)	18	-3	-5	-2	1	1	-8	1	-1
CC(=O)Nc1cccc(NC(=O)C2CC(=O)N(c3ccc(C)cc3)C2)c1 (configuration not stated)	3	2	1	2	-4	2	-1	1	3
O=C(CN1CCOCC1)NNC(=O)c1ccc(Cl)cc1	10	-6	nt	4	nt	3	nt	nt	1
Cc1ccc(CNC(=O)C(=O)c2cn(CC(=O)N3CCCC3)c3ccccc23)cc1	13	-3	2	2	-1	9	2	-1	4
Cc1cc2nc3c(=O)[nH]c(=S)[nH]c3nc2cc1NC(=O)C(F)(F)F	23	41*	9	79*	9	9	6	1	5
Oc1[nH]c2ccc(Br)cc2c1N=NC(=S)NCC1CCCO1 (configuration not stated)	17	-5	-1	10	1	2	-4	-4	2
Cc1ccc2ncccc2c1	2	-10	-6	-9	nt	14	2	0	-4
Cc1cnc(NC(=O)CSCc2c(C)noc2C)s1	2	-1	nt	6	nt	6	nt	nt	0
CNC(=S)N1N=C(c2ccc(OC)cc2)CC1c1ccc(N(C)C)cc1 (configuration not stated)	56*	1	5	8	9	7	6	-2	8
S=C(Nc1ccc(Cl)c(Cl)c1)NC1CCN(Cc2ccccc2)CC1	10	-8	-5	-16	-19	-7	-11	-19	2
CCOc1ccc(NC(=O)CCc2ccc(C)o2)cc1	-3	0	-2	3	14	-3	0	2	-1
CCCc1cc(=O)oc2c(C)c(OCC(=O)NCCCN3CCOCC3)ccc12	20	-2	-3	-5	23	5	0	-2	-5
O=C(CSC1=NCCS1)Nc1ccccc1F	3	1	4	3	0	13	3	2	3
CCC1CCCCN1CCCNC(=O)CN1C(=O)c2cccnc2Oc2ccc(Cl)cc21 (configuration not stated)	9	-2	-2	-2	4	6	3	-5	3
O=C(C1=C(O)C(=O)N(CC2CCCO2)C1c1ccc(Cl)cc1)c1ccco1 (configuration not stated)	-8	-5	-3	3	14	8	-6	-3	3
C=CCc1cccc(C=Nc2ccc(Br)cc2)c1O	3	-1	6	-5	4	10	10	1	11
CCN(CC)c1nc(N)n(CCSC(=S)N(C)C)c(=O)n1	9	8	-2	8	2	3	4	-1	6
O=C(NCc1ccccc1C(F)(F)F)C1CCC(=O)N(C2CCCCCC2)C1 (configuration not stated)	0	1	6	1	-1	-3	4	2	0
CCCN1C(=O)C(=O)N(CC(=O)c2cc(C)n(C3CC3)c2C)C1=O	1	2	-4	1	nt	9	-1	-3	6
CCOc1ccccc1NC(=O)NC(C)c1ccc2c(c1)OCO2 (configuration not stated)	16	-4	3	5	3	1	3	-1	13
CCOc1ccc(NC(=O)CN(C)c2nnnn2-c2ccccc2)cc1OCC	19	-2	-4	4	3	-2	-2	-2	5
CCOP(=O)(OCC)C(Nc1cccc(C(F)(F)F)c1)c1ccc(C)cc1 (configuration not stated)	2	3	0	2	0	1	2	1	1
Cc1ccc(CONC(=O)c2ccc([N+](=O)[O-])cc2)cc1	2	-3	-3	4	nt	-2	9	3	12
Cc1ccc(C(=O)N2CCOCC2)cc1S(=O)(=O)N1CCCC1	1	5	-2	3	5	8	9	1	4
CC(=O)c1cccc(NC(=O)C(C)OC(=O)c2cccc(-n3cnnn3)c2)c1 (configuration not stated)	-16	-3	-4	-7	4	4	5	4	-2
O=C(NCc1nnc(SCC(=O)N2CCCCC2)o1)c1c(F)cccc1F	2	5	5	8	9	4	16	2	8
CSc1nnc2n(-c3ccccc3)c(=O)c3c4c(sc3n12)CCC4	10	-4	1	-4	1	12	2	-1	2
CN1CCN(C(=O)CCN2C(=O)/C(=C\c3ccc(F)cc3)SC2=S)CC1	17	-26	nt	-11	nt	8	nt	nt	5
Cc1ccccc1C(=O)c1ccc2c(c1)n(C)c(=O)n2C	15	3	-5	10	4	5	8	-1	6
O=C(C1CCN(S(=O)(=O)c2cccc3cccnc23)CC1)N1CCc2ccccc21	-1	0	5	4	-8	6	-8	-3	1
O=C(Cc1ccc(Br)cc1)NNC(=O)Nc1ccc(Cl)cc1	14	-1	-2	-7	12	-6	8	2	1
CCCCCCCN1C(Nc2ccccc2)=NC[C@@H]1C	5	-3	-6	0	1	6	9	-1	3
O=C(CN(C(=O)c1csnn1)c1cccc(Cl)c1)NC1CCCCC1	4	0	2	3	1	5	4	3	3
Nc1nnnn1CC(=O)N/N=C/c1cc([N+](=O)[O-])ccc1Cl	10	2	-1	0	-1	5	-4	5	2
C/C(=N/NC(=O)c1ccc(Br)o1)c1cccc(NC(=O)c2ccc(F)cc2)c1	-11	-3	-8	0	-3	9	3	1	1
Cc1ccc(C)c(NC(=S)N2CCCC2)c1	-6	-1	6	-8	1	6	-5	-7	6

Later entries:
Molecule	PREPL inhibitor	PAD4 inh	PME-1 primary	pPAFAH inh	GSTO1 counter	PAFAH1B3 FP inh	LYPLA2 counter	LYPLA1 counter	PAFAH1B2 inh
O=C1CCN(Cc2ccccc2)S(=O)(=O)c2ccccc21	8	0	-1	0	-8	5	1	1	4
Cc1oc(-c2cccs2)nc1CN1CCN(C2CCCC2)C(CCO)C1 (configuration not stated)	19	-1	2	-1	10	1	2	-2	-4
C[C@H](N)c1nnc(SCC(N)=O)o1	-7	3	2	1	16	2	2	3	-5
CCCN1C(=S)SC(C)(C)C1/[N+]([O-])=C/c1ccc(S(=O)(=O)NC)cc1 (configuration not stated)	16	1	1	1	-8	12	6	0	4
CN(C)Cc1ccccc1Sc1ccc(Br)cc1	-16	-7	-2	-1	-4	0	-7	-5	1
Cc1csc(NC(=O)C(Cc2ccccc2)n2cccc2)n1 (configuration not stated)	-15	3	-2	0	-4	1	5	-2	1
CCCC[n+]1ccn(-c2nc3ccccc3nc2[N-]S(=O)(=O)c2cccs2)c1	-4	1	6	9	4	5	7	-1	10
O=C(O)c1ccccc1C(=O)c1ccc(N2CCOCC2)c([N+](=O)[O-])c1	-10	-3	-3	3	-4	4	0	1	-1
COC(=O)c1ccc(CSC2=NCCS2)cc1	9	-3	-4	-2	2	-2	4	1	0
COc1ccc(-c2nc3ccccc3c(=O)n2CC(C)C)cc1	0	-1	6	8	-2	2	12	0	1
CCCn1c(=O)n(C)c(=O)c2c(SC(C)C(=O)NCC3CCCO3)nc(CC(C)C)nc21 (configuration not stated)	8	-2	-5	1	-11	0	-4	3	-2
OC(CNCCc1ccccc1)c1ccccc1 (configuration not stated)	-3	3	-3	2	7	10	-3	0	-3
Cc1ccc(CNC(=O)CCC(=O)N2CC(C)Oc3ccccc32)cc1 (configuration not stated)	7	-6	8	1	19	-8	-1	4	4
O=C(NCc1ccncc1)c1nc(-c2ccc(C(F)(F)F)cc2)no1	8	-2	6	2	4	-3	-1	-1	4
CCc1nnc(NC(=O)CCC(=O)Nc2ccc(C)cc2)s1	8	3	8	1	3	2	4	0	1
Cc1cc(NC(=O)CSc2nc3ccccc3c(=O)n2CCCC(=O)NCc2ccccc2)n[nH]1	1	1	5	0	-1	10	-7	0	-1
CC(NC(=O)C1(c2cccs2)CCOCC1)c1ccccc1 (configuration not stated)	8	0	-2	3	-7	2	-5	0	2
COc1cccc(OC)c1C(=O)Oc1ccc2c(c1)O/C(=C\c1ccncc1)C2=O	11	2	-4	5	0	2	-2	-1	-4
Cc1ccc(/C=N/Nc2nncc(-c3ccccc3)n2)o1	12	-3	-2	-3	5	nt	2	0	nt
COc1ccc(-c2cc(OC)c3ccccc3n2)cc1	-7	-5	2	-4	2	0	-4	-6	-4
O=C(O)c1ccc(NC(=O)c2cn(-c3ccccc3)nc2-c2ccc(Br)cc2)cc1	-11	-5	-30	-6	-49	-4	-72	-20	-2
CC(Sc1nnc(-c2ccccc2)c(-c2ccccc2)n1)C(=O)NCC1CCCO1 (configuration not stated)	6	-4	nt	3	nt	3	nt	nt	1
c1ccc(Cn2nnc3c(N4CCC5(CC4)OCCO5)ncnc32)cc1	-4	-3	0	2	0	-1	-2	4	0
CN(C)N1C(N)=C(C#N)C(c2cccnc2)C2=C1CC(C)(C)CC2=O (configuration not stated)	-2	1	2	3	-4	4	-2	2	5
COc1cccc(/C=N/NC(=O)c2nnn(-c3nonc3N)c2CN(C)c2ccccc2)c1	4	-1	13	1	-2	0	-3	-7	-4
Cc1cccc(C)c1NC1=NC(=S)N(c2ccc(C(=O)O)cc2)C12CCCCC2	9	-3	5	-1	5	0	1	-2	3
O=C(c1ccc(Cl)c(S(=O)(=O)N2CCCC2)c1)N1CCN(c2ccccn2)CC1	22	2	2	-5	8	6	-5	1	0
CCOC(=O)c1cc(C(=O)OCC)c2ccccn2c1=O	18	0	-3	3	7	1	0	1	1

3 entries out of the list above, ordered by the number in pPAFAH inh, low to high:
Molecule	PREPL inhibitor	PAD4 inh	PME-1 primary	pPAFAH inh	PAFAH1B3 FP inh	PAFAH1B2 inh
O=C(O)c1ccc(NC(=O)c2cn(-c3ccccc3)nc2-c2ccc(Br)cc2)cc1	-11	-5	-30	-6	-4	-2
C[C@H](N)c1nnc(SCC(N)=O)o1	-7	3	2	1	2	-5
OC(CNCCc1ccccc1)c1ccccc1 (configuration not stated)	-3	3	-3	2	10	-3
